HTT cytoprotect – qHTS Multiplex Assay to Identify Dual Action Probes in a Cell Model of Huntington: Cytoprotection (ATP). Potency, µM (titrated, usually from 56.4 µM), for the others: cytoprotection (ATP increase), actives largely listed as activators. PC12 HTT-Q103 induced, cytoprotection, ATP luminescence, 40 h. AID 1471, 2008. 230,000 tested, 0.14% active;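 further: % of control where 0% means no effect; nearly all actives have a fitted effect of over 45% in size; toxic huntingtin expression switched on by the ecdysone agonist tebufenozide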
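Cells were plated at 1500 per well in phenol red-free DMEM with 5% equine and 5% calf serum. Tebufenozide (100 nM final) and compounds were added, then ATPlite reagent, and luminescence was read.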
Tau fibril FP – qHTS for Inhibitors of Tau Fibril Formation, Fluorescence Polarization | AID 1468, 2008 | Potency, µM (highest dose often 57.7 µM), for inactives: at the top dose activity, negative = inhibition, actives largely listed as inhibitors | 280,000 tested, 0.39% active | Microtubule-associated protein tau (Homo sapiens), P10636 | K18 P301L tau heparin fibrillization, Alexa594 FP, 6 h; further: on the % scale 0 is the no-effect control and ±100 the full control effect; nearly all actives have a fitted effect of over 55% in size
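Recombinant K18 P301L […], labeled with Alexa 594 at 0.24 uM over 15 uM unlabeled; heparin inducer 20 uM final; 37 C, 6 hr; FP endpoint.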
L3MBTL1 block – qHTS Assay for the Inhibitors of L3MBTL1; AlphaScreen L3MBTL1–H3K9me1 peptide binding; Potency, µM (highest dose often 57.1 µM), inactives show top-dose activity, negative = inhibition, most hits filed as inhibitors; 230,000 tested, 0.66% active; AID 485360, 2010; further: on the % scale 0 is the no-effect control and ±100 the full control effect; nearly all actives have a fitted effect of over 60% in size
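First, the protein-peptide complex forms for 30 min at room temperature (L3MBTL1 50 nM, biotinylated H3K9me1 peptide 75 nM). Next, compounds are pin-transferred and incubated 30 min. Finally, AlphaScreen beads are added and read after 30 min.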
Tau fibril ThT – qHTS for Inhibitors of Tau Fibril Formation, Thioflavin T Binding. recombinant tau K18 P301L, heparin-induced fibrillization, ThT fluorescence. Microtubule-associated protein tau (Homo sapiens), P10636. Potency, µM (top dose mostly 57.4 µM), for inactives: at the highest dose activity, negative = inhibition, usual class: inhibitors. 270,000 tested, 2.1% active. AID 1460, 2008; further: on the % scale 0 is the no-effect control and ±100 the full control effect; nearly all actives have a fitted effect of over 55% in size
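Fibril formation assay: tau K18 P301L at 15 uM with trace Alexa 594 label, heparin inducer 20 uM, pH 7 sodium acetate buffer, 37 C for 6 hr; endpoint ThT signal.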
TRb SRC2 PPI – qHTS for Inhibitors of the Interaction of Thyroid Hormone Receptor and Steroid Receptor Coregulator 2; Thyroid hormone receptor beta (Homo sapiens), P10828; TRbeta-SRC2 peptide binding, fluorescence polarization; receptor liganded with 1 µM T3; Potency, µM (series often up to 106 µM), for inactives: top-dose activity change, negative = inhibition, usual class: inhibitors; 280,000 tested, 0.065% active; AID 1469, 2008;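 further: plate controls were bound peptide for no effect and peptide without receptor for full effect; nearly all actives have a fitted effect of over 50% in size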
Target sequence (P10828 whole entry, looked up): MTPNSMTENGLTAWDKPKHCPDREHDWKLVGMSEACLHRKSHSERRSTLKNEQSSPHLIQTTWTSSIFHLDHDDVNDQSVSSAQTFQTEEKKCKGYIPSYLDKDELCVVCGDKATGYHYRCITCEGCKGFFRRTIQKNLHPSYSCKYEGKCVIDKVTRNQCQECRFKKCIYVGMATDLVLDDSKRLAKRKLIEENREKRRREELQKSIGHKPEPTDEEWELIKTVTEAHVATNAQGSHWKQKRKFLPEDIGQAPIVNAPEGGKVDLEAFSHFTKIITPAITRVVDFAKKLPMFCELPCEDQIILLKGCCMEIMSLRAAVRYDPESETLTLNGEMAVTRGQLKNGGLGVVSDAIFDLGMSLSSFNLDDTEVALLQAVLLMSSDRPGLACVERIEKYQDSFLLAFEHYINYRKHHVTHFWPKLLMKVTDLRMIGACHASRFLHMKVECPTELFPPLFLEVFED
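Fluorescence polarization of 20 nM Texas Red SRC2 peptide with 0.6 uM human TRb ligand-binding domain, in Tris buffer with 1uM T3 and 5% DMSO. Incubated 5 hr ambient; normalized to unbound and bound controls.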
TR SRC2 fluor cs – Total Fluorescence Counterscreen for Inhibitors of the Interaction of Thyroid Hormone Receptor and Steroid Receptor Coregulator 2 | TRb/SRC2 Texas Red total fluorescence interference | Potency, µM (highest dose often 106 µM), without a hit: top-dose fluorescence change, negative = quenching | 280,000 tested, 0.29% active | AID 1479, 2009; active means well fitted curve in either direction with a large enough effect; inconclusive means small, poorly fitted or top-dose-only effect; further: on the % scale 0 is the no-effect control and ±100 the full control effect
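Flags fluorescent or light-absorbing compounds by total fluorescence, S + 2P, at 555 nm excitation and 632 nm emission. Mixture: 20 nM Texas Red SRC2 peptide, 0.6 uM human TRb LBD, 1 uM T3, 5% DMSO; compound exposure 5 h at ambient temperature.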
Tau fluor cs – Counterscreen qHTS for Inhibitors of Tau Fibril Formation, Fluorescence Polarization; tau K18 P301L Alexa594 fluorescence, heparin fibrillization; Potency, µM (titrated, usually from 57.7 µM), for the others: top-dose activity change, negative = decrease; 280,000 tested, 0.93% active; AID 1463, 2008; further: on the % scale 0 is the no-effect control and ±100 the full control effect; nearly all actives have a fitted effect of over 55% in size
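Human tau K18 P301L (15 uM unlabeled, 0.24 uM Alexa 594-labeled) in 100 mM sodium acetate pH 7 with 20 uM heparin, 6 hr at 37 C. ThT 30 uM added, 1 hr ambient; Alexa 594 FP and total fluorescence read at 555/632 nm.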
RECQ1 helicase – qHTS Assay for Inhibitors of RecQ-Like Dna Helicase 1 (RECQ1); 240,000 tested, 0.54% active; AID 2549, 2010; ATP-dependent DNA helicase Q1 (Homo sapiens), P46063; RECQ1 DNA unwinding, red fluorescence kinetic read; Potency, µM (top dose mostly 57.3 µM), for the others: at the top dose activity, negative = inhibition, actives largely listed as inhibitors;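 further: plate controls were vehicle for no effect and no enzyme for full effect; nearly all actives have a fitted effect of over 30% in size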
Target sequence (P46063 whole entry, looked up): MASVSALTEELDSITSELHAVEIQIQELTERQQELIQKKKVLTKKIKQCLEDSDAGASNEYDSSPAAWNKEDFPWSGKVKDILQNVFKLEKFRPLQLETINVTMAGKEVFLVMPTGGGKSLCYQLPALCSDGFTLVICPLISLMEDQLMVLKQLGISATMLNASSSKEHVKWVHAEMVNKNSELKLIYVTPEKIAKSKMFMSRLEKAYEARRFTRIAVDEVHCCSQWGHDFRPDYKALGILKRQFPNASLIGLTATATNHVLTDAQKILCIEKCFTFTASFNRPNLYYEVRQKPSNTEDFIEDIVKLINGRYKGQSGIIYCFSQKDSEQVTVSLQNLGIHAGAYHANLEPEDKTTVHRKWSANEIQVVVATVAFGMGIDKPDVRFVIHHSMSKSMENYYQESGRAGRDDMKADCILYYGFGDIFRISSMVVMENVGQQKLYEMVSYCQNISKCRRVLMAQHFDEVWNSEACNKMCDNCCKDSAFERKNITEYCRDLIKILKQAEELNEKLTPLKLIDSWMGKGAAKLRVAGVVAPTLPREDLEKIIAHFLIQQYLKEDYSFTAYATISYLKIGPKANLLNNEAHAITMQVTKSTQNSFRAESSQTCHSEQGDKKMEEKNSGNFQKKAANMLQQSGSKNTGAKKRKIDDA
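RECQ1T1 50 nM; forked duplex (20 bp + 30-nt ss tails) 200 nM, ATP 2 mM final; pH 8.0, 2 mM MgCl2, 2.5 ug/ml poly(dI-dC); 15 min compound preincubation; discontinuous kinetic read over 2 h at RT.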
An asterisk follows results filed as active; i = inactive; ? = inconclusive; . = no result given; [ ] = remark or other dose. Unless noted, the call rests on the fitted dose curve; in most records, active means well fitted curve in the direction sought with a large enough effect; inconclusive means small, poorly fitted or top-dose-only effect, or another doubt; inactive means no such curve, though single readings can be large; an effect the other way counts as inactive or inconclusive. Potency means the concentration at half of the fitted maximal effect. A portion of the library (hit frequency here may not be typical).

SMILES | HTT cytoprotect | Tau fibril FP | L3MBTL1 block | Tau fibril ThT | TRb SRC2 PPI | TR SRC2 fluor cs | Tau fluor cs | RECQ1 helicase
CCOc1c2ccc(C(=O)NCc3cc(C(F)(F)F)cc(C(F)(F)F)c3)cc2nn1CCOC | -1% | 11% | -2% | -15% | -6% | -2% | -15% | -6%
CC1=C(c2ccccc2)[N+](=O)C2(CCCCC2)N1[O-] | -29% | -9% | -14% | -11% | -5% | 1% | 9% | -1%
CCOC(=O)c1[nH]c(C)c(/C(O)=C2\C(=O)C(=O)N(CCCN(C)C)C2c2cccnc2)c1C (configuration not stated) | ? | -2% | 10% | -9% | -1% | -3% | 1% | -3%
CCOC(=O)C1CCCN(C(=O)CCC(=O)Nc2ccc3nc(N4CCOCC4)cc(C)c3c2)C1 (configuration not stated) | -32% | -4% | 10% | -15% | 2% | -1% | -15% | i
Cc1oc2ccc(O)c(CN3CCN(Cc4ccccc4)CC3)c2c1C(=O)Nc1cccc(Cl)c1C | . | -10% | . | -12% | -10% | -2% | ? | .
O=C1COc2ccc(C(=O)COC(=O)CNC(=O)c3ccccc3)cc2N1 | -2% | 5% | 0% | -4% | -3% | -1% | 0% | -5%
Cc1ccc(NC(=O)Cn2c(=O)n(Cc3ccc4c(c3)OCO4)c(=O)c3oc4ccccc4c32)cc1C | . | ? | . | ? | -1% | -3% | -6% | .
O=C(NCc1ccco1)O[C@@H]1C(=O)c2cc(Br)ccc2O[C@H]1c1ccc2c(c1)OCO2 | ? | 3% | . | -11% | 0% | -2% | -7% | -1%
Cc1c(NS(=O)(=O)c2cccc(C(=O)NCc3ccc(Cl)cc3)c2)c(=O)n(-c2ccccc2)n1C | 1%[10 µM] | 5% | -5% | -5% | 4% | -2% | -4% | 0%
COc1ccc(NS(=O)(=O)c2ccc3nc(COc4ccc(C#N)cc4)[nH]c3c2)cc1 | 4%[10 µM] | -2% | -5% | ? | 0%[53 µM] | 0%[53 µM] | ? | 3%
CC[C@H](/C=C/[C@@H](C)[C@H]1CC[C@H]2C3CC=C4C[C@@H](O)CC[C@]4(C)C3CC[C@]12C)C(C)C (some centres not stated) | -15%[1.9 µM] | 5% | . | 7% | 0% | -1% | 5% | 0%
CC(C)C1(CCNC(=O)c2cccs2)CCOC(C)(C)C1 (configuration not stated) | 2%[10 µM] | -5% | . | . | -8% | 0% | -27% | -8%
Cc1cc(Br)ccc1NC(=O)CN1C(=S)NC(C)(C)CC1C (configuration not stated) | 2% | 8% | 24% | 16% | 0% | -4% | 12% | i
CC(C)Oc1cccc(-c2nnc(SCC(=O)Nc3ccc4c(c3)OCCO4)n2N)c1 | -13% | 1% | -11% | -11% | -4% | -2% | -9% | -3%
O=C(COC(=O)c1cc(=O)c2ccccc2o1)NC1CCCC1 | -11% | 3% | 21% | 3% | -10% | -3% | 6% | -2%
Cc1ccc(S(=O)(=O)/N=C2/NC(=O)/C(=C/c3cccnc3)S2)cc1 | -29% | ? | 5% | -12% | -5% | -5% | -1% | -12%
Cc1ccc(S(=O)(=O)N2CCN(C(=O)c3ccccc3)CC2)c(C)c1NS(C)(=O)=O | -12% | 8% | -4% | -2% | -8% | -2% | 0% | 5%
COC(=O)[C@H](Cc1ccccc1)NC(=O)O[C@@H]1C(=O)c2ccc(OC)cc2O[C@H]1c1ccc2c(c1)OCO2 | -20% | -4% | . | 1% | 3% | -2% | -7% | -8%
Cc1c(C)c2ccc(OS(C)(=O)=O)c(C)c2oc1=O | 15%[10 µM] | -3% | 7% | -1% | 5% | -2% | 2% | -15%
Cn1c(=O)cc(SCC(=O)N2CCCC2)c2ccccc21 | -23% | -1% | . | -4% | -2% | 1% | -1% | 5%
CCOCCn1c(=O)c2c(nc3n2CCN3c2ccc(C)c(C)c2)n(C)c1=O | . | 5% | 4% | -16% | -6% | 2% | -11% | .
O=C(Cc1cccc2ccccc12)NN1C(=O)CSC1=S | -29% | -7% | -3% | ? | 4% | 2% | -7% | -16%
O=C(O)CCC(=O)N1CCN(c2ccc(C(=O)c3ccc(F)cc3)cc2)CC1 | -7% | 2% | -2% | -15% | -11% | -1% | 1% | -11%
CN1C(C(=O)NCc2ccc(OC(F)(F)F)cc2)CC2Cn3c(nc4cc5ccccc5cc43)C21 (configuration not stated) | -1%[10 µM] | -1% | . | -11% | -3% | -2% | 1% | i
CC(OC(=O)c1cc2sccc2n1C)C(=O)NCc1ccc(F)cc1 (configuration not stated) | 9%[10 µM] | -1% | 2% | 3% | -7% | -1% | 2% | -13%

Looked up one by one from the entries so far, four records:
SMILES | HTT cytoprotect | Tau fibril FP | L3MBTL1 block | Tau fibril ThT | TRb SRC2 PPI | TR SRC2 fluor cs | Tau fluor cs | RECQ1 helicase
CCOCCn1c(=O)c2c(nc3n2CCN3c2ccc(C)c(C)c2)n(C)c1=O | . | 5% | 4% | -16% | -6% | 2% | -11% | .
CN1C(C(=O)NCc2ccc(OC(F)(F)F)cc2)CC2Cn3c(nc4cc5ccccc5cc43)C21 (configuration not stated) | -1%[10 µM] | -1% | . | -11% | -3% | -2% | 1% | i
Cn1c(=O)cc(SCC(=O)N2CCCC2)c2ccccc21 | -23% | -1% | . | -4% | -2% | 1% | -1% | 5%
O=C(NCc1ccco1)O[C@@H]1C(=O)c2cc(Br)ccc2O[C@H]1c1ccc2c(c1)OCO2 | ? | 3% | . | -11% | 0% | -2% | -7% | -1%

Other entries:
SMILES | HTT cytoprotect | Tau fibril FP | L3MBTL1 block | Tau fibril ThT | TRb SRC2 PPI | TR SRC2 fluor cs | Tau fluor cs | RECQ1 helicase
O=C(/C=C/c1cccs1)N1CCN(c2ccc(O)cc2)CC1 | -70%[inhibitor] | 3% | . | ? | 1% | 0% | -17% | -24%
CN(C)/C=C(/C(=O)c1ccc(Cl)cc1Cl)S(=O)(=O)c1ccc(Cl)cc1 | 0%[10 µM] | -11% | 1% | -14% | -6% | -3% | -8% | -1%
Fc1ccccc1Cn1cc(C(=S)N2CCOCC2)c2ccccc21 | 11%[10 µM] | 2% | . | . | 4% | -1% | -18% | -13%
Cc1cc(N2CCC(C)CC2)n2ncc(-c3ccccc3)c2n1 | -100%[inhibitor][0.074 µM] | 5% | 105%[activator] | ? | -4% | 1% | ? | i
CC(NC(=O)Nc1ccccc1)C(c1cccs1)N1CCOCC1 (configuration not stated) | 1% | -4% | 42%[activator] | 1% | 1% | -1% | -4% | 2%
Cc1nc(NC(=O)c2ccc(Br)s2)sc1C(=O)N(C)C | -30%[10 µM] | 2% | 11% | -2% | 3% | -2% | -2% | 1%
CCN(CC)CCNC(=S)NC(=O)c1cn(-c2ccccc2)nc1-c1ccc(OC)cc1 | -11% | ? | . | 4% | -2% | -2% | ? | -2%
N#Cc1c(Nc2ccccc2)sc(C(=O)C2CC2)c1N | -13%[10 µM] | 1% | 4% | 1% | -18% | 0% | -5% | -19%
Cc1ccccc1NC(=O)CSCn1nnc2c(=O)[nH]c(Cc3ccc(F)cc3)nc21 | . | -2% | . | -7% | 0% | -7% | -10% | .
O=[N+]([O-])c1ccc(Oc2cccc(C(F)(F)F)c2)nc1 | 5%[10 µM] | 9% | -8% | 14% | -7% | -6% | 11% | i
Cc1ccc2c(c1)CC1(CN2C)C(=O)OC2(CCCCC2)OC1=O | -11%[0.074 µM] | 2% | -5% | -9% | -6% | 2% | -7% | -2%
COC(=O)c1ccc(Oc2nc3c(c(=O)n(C)c(=O)n3C)n2CCC(C)C)cc1 | 4% | -4% | -6%[11.4 µM] | -13% | -7% | -3% | -7% | 3%
O=C(Nc1ccc(Cl)cn1)c1ccc2c(Cl)c3c(nc2c1)CCC3 | -40%[10 µM] | -3% | . | 0% | -2% | -3% | 7% | i
CC(C)c1ccc2c(c1)NC(c1ccc(F)cc1)=NC(c1cccs1)=N2 | . | -13% | . | ? | -4% | -1% | ? | .
NC(=O)COC(=O)c1cccc(S(=O)(=O)N2CCN(c3ccccc3)CC2)c1 | -29% | 4% | -18% | 3% | -2% | -2% | 5% | -3%
O=C(NCC(c1cccnc1)N1CCc2ccccc21)c1cccc(Br)c1 (configuration not stated) | . | 0% | . | -1% | -5% | ? | -23% | .
CCCCC(NC(=O)c1ccccc1)C(=O)OCC(=O)N1c2ccccc2Sc2ccccc21 (configuration not stated) | -95%[inhibitor] | 2% | -7% | 9% | 10% | 0% | 6% | 2%
COc1ccc(CCNC(=O)CCn2c(=O)c3ccccc3n(Cc3cc(C)ccc3C)c2=O)cc1OC | . | -12% | . | 2% | 5% | -5% | -7% | .
NC(=O)c1cc2nc(-c3ccco3)cc(C(F)(F)F)n2n1 | -5%[10 µM] | 3% | -11% | -15% | -7% | -2% | -2% | 2%
CCc1ccccc1NC(=O)CN(c1cccc(C)c1C)S(C)(=O)=O | . | -1% | . | 2% | 6% | -1% | -1% | .
CCOC(=O)/C=c1\s/c(=C\c2ccc(C)cc2)c(=O)n1CC(=O)NCc1ccco1 | . | ? | 1% | 5% | 2% | -1% | -1% | -4%
Cc1ccc(Sc2c(C)nn(C(C)(C)C)c2OC(=O)C(C)(C)C)cc1 | . | -3% | . | -15% | -1% | -2% | -16% | .
COc1ccc(OC)c(CNC(=O)c2cc(=O)[nH]c3ccc(S(=O)(=O)N4CCCC4)cc23)c1 | . | -7% | -1% | 9% | -1% | 0% | -1% | 6%
COc1ccc2occ(C(=O)c3ccc(N=C(C)N(C)C)cc3)c2c1 | 2% | 1% | . | 4% | 2% | 1% | 1% | 5%
Cc1ccc(O)c(C2=Nc3ccccc3N=C(c3ccco3)C2)c1 | -5% | -5% | -1% | -7% | 0% | 2% | -7% | i
